Screening data: PubChem, Johns Hopkins Ion Channel Center
KCNQ1 block: human KCNQ1 channel inhibition; P51787; CHO-K1 KCNQ1, FluxOR thallium flux fluorescence; stronger effect = higher value; B-score at 10 µM; 310,000 tested, 1.3% active;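 active = compounds whose thallium flux B-score, printed positive for inhibition, exceeds three library SD while starting fluorescence stays within three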;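 also: channel opened by potassium depolarization with thallium stimulus after 20 min compound exposure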
Target sequence (P51787 whole entry, looked up): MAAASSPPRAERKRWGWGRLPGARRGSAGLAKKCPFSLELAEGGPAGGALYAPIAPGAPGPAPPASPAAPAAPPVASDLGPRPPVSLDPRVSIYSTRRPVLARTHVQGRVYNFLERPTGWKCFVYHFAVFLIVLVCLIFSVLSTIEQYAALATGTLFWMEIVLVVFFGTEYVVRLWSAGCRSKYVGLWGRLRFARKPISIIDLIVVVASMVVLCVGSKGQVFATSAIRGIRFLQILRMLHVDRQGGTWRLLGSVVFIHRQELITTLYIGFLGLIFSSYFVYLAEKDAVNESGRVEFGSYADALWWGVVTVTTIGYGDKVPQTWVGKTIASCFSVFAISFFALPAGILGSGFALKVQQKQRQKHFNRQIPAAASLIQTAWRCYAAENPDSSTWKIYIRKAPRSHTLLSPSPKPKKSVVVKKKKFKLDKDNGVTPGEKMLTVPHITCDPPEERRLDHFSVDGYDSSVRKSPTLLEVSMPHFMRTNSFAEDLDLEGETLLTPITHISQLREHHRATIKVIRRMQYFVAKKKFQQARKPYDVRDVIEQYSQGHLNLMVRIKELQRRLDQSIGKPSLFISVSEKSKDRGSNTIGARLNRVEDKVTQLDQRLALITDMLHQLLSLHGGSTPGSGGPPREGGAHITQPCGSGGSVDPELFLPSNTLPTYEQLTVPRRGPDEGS
ANO1 activ: mouse TMEM16A channel activation, primary screen; 340,000 tested, 0.3% active; B-score at 10 µM; HEK293 TMEM16A/YFP-H148Q/I152L, iodide quench fluorescence; stronger effect = lower value;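 active = fluorescence-ratio B-score plate-corrected deviation score at least 3 library SD below zero, with starting fluorescence score within 5 deviations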;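 also: channel opened by trigger with iodide after compound preincubation; score built on the fluorescence ratio of max minus min over baseline; more negative score means more quench and so TMEM16A activation or potentiation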
RGS4 pot: potentiators or activators of RGS4; HEK293 M3R/inducible RGS4, carbachol calcium flux Fluo4; stronger effect = lower value; B-score at 10 µM; 310,000 tested, 0.92% active; AID 463111;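 active = B-score of the integrated calcium signal more than 4 SD below the library mean, with starting fluorescence not abnormally high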;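 also: negative B-score means reduced calcium response which marks RGS4 activation or potentiation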
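System – HEK293 FlpIn-TREx cells, stable M3R, doxycycline-inducible RGS4 · Reagent – ECmax carbachol challenge · Times – compound preincubation 20 min at room temperature before agonist · Technique – Fluo4 fluorescence kinetic imaging of calcium · Measure – B score of integrated Fluo4 ratio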
MrgX1 agonist: human MrgX1 receptor agonism, primary screen; 310,000 tested, 0.44% active; B-score at 10 µM; MrgX1-HEK293 cells, Fluo-4 calcium fluorescence, agonist mode; stronger effect = higher value; AID 588627;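 active = calcium response B-score plate-corrected fluorescence ratio at least 3 library SD, with starting fluorescence B-score inside 5 SD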
Target sequence (Q96LB2 whole entry, looked up): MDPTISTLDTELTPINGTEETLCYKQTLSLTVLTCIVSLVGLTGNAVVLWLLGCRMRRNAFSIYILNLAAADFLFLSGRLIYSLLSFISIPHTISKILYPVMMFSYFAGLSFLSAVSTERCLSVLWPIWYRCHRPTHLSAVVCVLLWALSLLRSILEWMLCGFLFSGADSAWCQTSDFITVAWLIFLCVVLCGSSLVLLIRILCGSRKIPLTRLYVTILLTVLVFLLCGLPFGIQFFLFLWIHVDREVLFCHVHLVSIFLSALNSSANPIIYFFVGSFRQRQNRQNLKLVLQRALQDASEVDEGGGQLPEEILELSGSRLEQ
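Assay system: MrgX1-expressing HEK293 cells / Amount: fifteen thousand cells per well / Doses: test compound in the initial addition of three / Timing: cells plated overnight, dye loaded 0.5 h 37 °C, 0.5 h room temperature / Technique: kinetic calcium dye fluorescence, Fluo-4 NW / Control set: positive and negative controls per plate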
RGS4 block: human RGS4 inhibition | P49798 | HEK293 M3R/RGS4 inducible, Fluo-4 calcium flux; stronger effect = higher value; triggered by carbachol at its EC20 | B-score at 10 µM | 310,000 tested, 0.45% active;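 active = B-score, a plate-corrected calcium signal, over three deviations above library mean, with baseline fluorescence within five deviations of library mean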;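 also: RGS4 expression induced by doxycycline in cells with stable M3 receptor; B-score is computed from the integrated fluorescence ratio over baseline after carbachol; higher B-score means a larger calcium signal and so more RGS4 inhibition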
hERG rescue: compounds protecting human hERG from proarrhythmic drug block. activation (rescue from dofetilide block), less the hit threshold, % at 10 µM. CHO-hERG, FluxOR thallium flux, dofetilide IC70 present. 310,000 tested, 0.51% active. Q12809;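 active = activation above the mean of controls blocked by dofetilide plus 5 SD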;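 also: thallium influx through hERG after potassium depolarization seen as dye fluorescence rise; in these data hits start at about 4.7%; inactives centre near -7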
KCNK3 inh: human KCNK3 channel inhibition, primary screen. CHO-KCNK3 thallium flux, FluxOR fluorescence; stronger effect = lower value. B-score at 10 µM. AID 602410. 340,000 tested, 0.84% active;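 active = B-score under library mean minus 4 SD, starting fluorescence ratio at most library mean plus 5 SD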;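 also: more negative B-score means stronger inhibition of thallium flux through KCNK3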
ANO1 block: blocks the mouse calcium-activated chloride channel TMEM16A. normalized B-score (activity score, 25-100; higher = stronger inhibition) at 10 µM. Q8BHY3. HEK293 TMEM16A/YFP iodide influx fluorescence, ionomycin. 310,000 tested, 1.2% active. AID 588511;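 active = ratio plate-corrected score three or more library SD toward inhibition, starting fluorescence score within five deviations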;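 also: score derived from kinetic fluorescence span divided by baseline fluorescence per well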
MrgX1 allo act: human MrgX1 positive allosteric modulation, primary screen; B-score at 10 µM; Q96LB2; 310,000 tested, 0.63% active; MrgX1-HEK293, Fluo-4 calcium flux, FDSS; stronger effect = higher value;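 active = plate-corrected calcium response at least 3 library SD above typical, normal starting fluorescence, not activating the receptor alone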;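 also: compound read alongside a low EC10 to EC30 dose of BAM8-22 agonist; peak minus trough fluorescence over baseline measured at the second addition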
KCNK9 block: blocks the human KCNK9 two-pore domain potassium channel | Q9NPC2 | HEK293 KCNK9, FluxOR thallium flux fluorescence; stronger effect = lower value | B-score at 10 µM | 310,000 tested, 1.2% active | AID 488922;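 active = ratio B-score over 3 SD below the library mean, with starting fluorescence within 5 SD of its mean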;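 also: negative B-score means less thallium flux so channel inhibition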
KCNQ1 pot: potentiates or activates the human KCNQ1 potassium channel; CHO-K1 KCNQ1, thallium flux FluxOR fluorescence; stronger effect = higher value; B-score at 10 µM; AID 2648; P51787; 310,000 tested, 0.35% active;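 active = fluorescence ratio B-score, a plate-corrected score, at least three library SD, with initial intensity B-score within 5 SD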
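System: CHO-K1 cells stably expressing KCNQ1 / Medium: assay buffer for compound exposure, DMSO matched across wells / Reagent: thallium- and potassium-containing depolarizing buffer / Compound: one concentration, matched DMSO / Incubation: 20 min compound pretreatment at room temperature / Measured by: kinetic FluxOR fluorescence, 10 s baseline plus 110 s post-stimulus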
Active calls of the source: *; i = inactive; nt = no result given.

SMILES | KCNQ1 block | ANO1 activ | RGS4 pot | MrgX1 agonist | RGS4 block | hERG rescue | KCNK3 inh | ANO1 block | MrgX1 allo act | KCNK9 block | KCNQ1 pot
COc1ccccc1C(=O)OCC(=O)Nc1ccc(Cl)cn1 | i | i | i | i | i | -10 | i | i | i | i | i
Cc1ccc(S(=O)(=O)NC(C(=O)Oc2ccc3c(C(F)(F)F)cc(=O)oc3c2)c2ccccc2)cc1 (configuration not stated) | 6* | i | i | i | i | -12 | i | i | i | i | i
O=C1C(Cc2ccccc2)C(c2ccccc2)N1c1ccccc1 (configuration not stated) | i | i | i | i | i | -6 | i | i | i | i | i
COc1ccc(NC(=O)c2ncn[nH]2)cc1 | i | i | i | i | i | -11 | i | i | i | i | i
O=C(NCCN1CCCC1)c1ccccc1Cl | i | i | i | i | i | -10 | i | i | i | i | i
COc1ccc(S(=O)(=O)Nc2c(NC3CCCCC3)c3ccccc3oc2=O)cc1Cl | i | i | i | i | i | -5 | i | i | i | i | i
CCC(=O)Nc1sc(C(=O)N2CCCCC2)c(C)c1C#N | i | i | i | i | i | -2 | i | i | i | i | i
CCOC(=O)CN1C(=O)S/C(=C/c2ccc(C)o2)C1=O | i | i | i | i | i | -8 | i | i | i | i | i
CC(=O)Nc1ccc(NC(=O)c2nccnc2C(=O)O)cn1 | i | i | i | i | i | -2 | i | i | i | i | i
Cc1ccc(S(=O)(=O)/N=C(/c2ccccc2)N2CCOCC2)cc1 | i | i | i | i | i | -5 | i | i | i | i | i
O=[N+]([O-])c1ccc(-c2nn(-c3ccccc3)cc2/C=N/n2c(-c3ccncc3)n[nH]c2=S)cc1 | i | i | i | i | i | -11 | i | 25* | i | i | i
O=C(CSc1nnnn1C1CCCC1)NCCc1ccccc1 | i | i | i | i | i | -8 | i | i | i | i | i
CCCCNS(=O)(=O)c1ccc(S(=O)(=O)NCc2ccncc2)cc1 | i | i | i | i | i | -10 | i | i | i | i | i
CN1N=C(C(=O)N2CCCC(C(=O)c3cccc(C(F)(F)F)c3)C2)CCC1=O (configuration not stated) | i | i | i | i | i | -3 | i | i | i | i | i
CCOC(=O)CCCNC(=O)COC(=O)c1cc2ccccc2cc1O | i | i | i | i | i | -7 | i | i | i | i | i
OC(CN1c2ccccc2Sc2ccccc21)Cn1nnc2ccccc21 (configuration not stated) | i | i | i | i | i | -9 | i | 100* | i | i | i
Cc1ccc(C(=O)NCC(=O)OCC(=O)NCCNC(=O)COC(=O)CNC(=O)c2ccc(C)cc2)cc1 | i | i | i | i | i | -13 | i | i | i | i | i
CCC(C)(NC(=O)c1ccccn1)C(=O)NC1CCCC1 (configuration not stated) | i | i | i | i | i | -19 | i | i | i | i | i
Cc1noc(C)c1CSCC(=O)Nc1nc2ccc(F)cc2s1 | i | i | i | i | i | -15 | i | i | i | i | i
COc1ccc2c(/C=N/NS(=O)(=O)c3ccc(C)cc3)c[nH]c2c1 | i | i | i | i | i | -7 | i | i | i | i | i
O=C(CN1CCOCC1)NCCc1ccccc1 | i | i | i | i | i | -3 | i | i | i | i | i
COc1ccc(CN(Cc2ccc(C(=O)O)cc2)C(=S)Nc2cc(C)cc(C)c2)cc1OC | i | i | i | i | i | -27 | i | i | i | i | i
Cc1c(CCC(=O)O)c(=O)oc2c(C)c3occ(-c4ccc(Cl)cc4)c3cc12 | i | i | i | i | i | -3 | i | i | 6.6* | i | i
CC(=O)c1cccc(NC(=O)COC(=O)c2ccc(S(C)(=O)=O)c([N+](=O)[O-])c2)c1 | i | i | i | i | i | -12 | i | i | i | i | i
CCCNC(=O)NC(C(=O)OC)C12CC3CC(CC(C3)C1)C2 (configuration not stated) | i | i | i | i | i | -3 | i | i | i | i | i
COc1ccc(CCNC(=O)CSc2cccc3cccnc23)cc1OC | i | i | i | i | i | -3 | i | i | i | i | i
Cc1ccc(N2CCN(S(=O)(=O)c3ccc4oc(=O)ccc4c3)CC2)c(C)c1 | i | i | i | i | i | -6 | i | i | i | i | i
O=C(NCCC1=CCCCC1)c1cc(S(=O)(=O)N2CCOCC2)c(Cl)cc1Cl | i | i | i | i | i | -13 | i | i | i | i | i
COCCn1c(SCC(=O)Nc2ccccc2OC)nc2c([nH]c3ccccc32)c1=O | i | i | i | i | i | -6 | i | i | i | i | i
O=c1[nH]c(CN2CCN(c3ccc([N+](=O)[O-])cc3)CC2)nc2ccsc12 | i | i | i | i | i | -13 | i | i | i | i | i
O=C(O)c1cc(S(=O)(=O)O)cc(Nc2c3ccccc3nc3ccccc23)c1O | i | i | i | i | i | -4 | i | i | i | i | i
Fc1cnc(N2CCOCC2)nc1N1CCc2ccccc21 | i | i | i | i | i | -3 | i | i | i | i | i
COc1cccc(NC(=S)N/N=C2\CC3CCC2(C)C3(C)C)c1 (configuration not stated) | i | i | i | i | i | -8 | i | i | i | i | i
COc1cc(NC(=O)NCc2ccncc2)cc(OC)c1OC | i | i | i | i | i | -2 | i | i | i | i | i
N#CCCN(CCN1CCCC1)S(=O)(=O)c1ccc(-c2ccc([N+](=O)[O-])cc2)cc1 | i | i | i | i | i | -16 | i | i | i | i | i
O=C(/C=C/c1ccco1)Nc1ccc(C(=O)N2CCOCC2)cc1 | i | i | i | i | i | -2 | i | i | i | i | i
Cc1nc(CN(C)Cc2nc(Cc3ccccc3Cl)no2)cs1 | i | i | i | i | i | -8 | i | i | i | i | i
Cc1ccc(C2(C)NC(=O)N(CC(=O)Nc3ccccc3C(=O)NC3CCCC3)C2=O)cc1 (configuration not stated) | i | i | i | i | i | -21 | i | i | i | i | i
CCOC(=O)C1CCCN(C(=O)CCCn2nnnc2CN2CCOCC2)C1 (configuration not stated) | i | i | i | nt | i | -7 | i | nt | nt | i | i
Cn1cccc1Cc1nnc(SCC(=O)NCC2CCCO2)n1C (configuration not stated) | i | i | i | i | i | -6 | i | i | i | i | i

Next section (three carried over from the part before).
SMILES | KCNQ1 block | ANO1 activ | RGS4 pot | MrgX1 agonist | RGS4 block | hERG rescue | KCNK3 inh | ANO1 block | MrgX1 allo act | KCNK9 block | KCNQ1 pot
Cc1ccc(C2(C)NC(=O)N(CC(=O)Nc3ccccc3C(=O)NC3CCCC3)C2=O)cc1 (configuration not stated) | i | i | i | i | i | -21 | i | i | i | i | i
CCOC(=O)C1CCCN(C(=O)CCCn2nnnc2CN2CCOCC2)C1 (configuration not stated) | i | i | i | nt | i | -7 | i | nt | nt | i | i
Cn1cccc1Cc1nnc(SCC(=O)NCC2CCCO2)n1C (configuration not stated) | i | i | i | i | i | -6 | i | i | i | i | i
Cc1[nH]nc2c1C(c1ccc(F)cc1)C1=C(CC(C)(C)CC1=O)N2 (configuration not stated) | i | i | -9.7* | i | i | -9 | i | i | i | i | i
CCc1ccc(NC(=S)NC2CC3CCCC(C2)N3Cc2cccs2)cc1 (configuration not stated) | i | i | i | i | i | 0 | i | i | i | i | i
O=C(c1ccc2ccccc2c1)N1CCN(c2ccccc2)CC1 | i | i | i | i | i | -8 | i | i | i | i | i
Cc1ccc(OCc2cc(C(=O)NCC(C)(C)N3CCOCC3)no2)cc1C | i | i | i | i | i | -8 | i | i | i | i | i
O=C1c2ccccc2C(=O)N1C1CCCCC1 | i | i | i | i | i | -3 | i | i | i | i | i
O=c1c2ccccc2oc2cc(-c3ccc4[nH]ccc4c3)ccc12 | i | i | i | i | i | -30 | i | i | i | i | i
O=C(O)c1cc(S(=O)(=O)N2CCCC2)ccc1Br | i | i | i | i | i | -2 | i | i | i | i | i
COc1ccc(/C=C/C(=O)NCC(=O)N/N=C/c2cccnc2)cc1 | i | i | i | i | i | -3 | i | i | i | i | i
COc1cccc2cc(C(=O)Nc3ccccc3Cl)/c(=N/NS(=O)(=O)c3ccccc3)oc12 | i | i | i | i | i | -5 | i | i | i | i | i
NC(=O)C1(NC(=O)[C@@H]2CC3(CC(c4cccc(NC(=O)[C@@H]5CCC(=O)N5)c4)=NO3)CN2C(=O)Cc2ccc(C(F)(F)F)cc2)CC1 (some centres not stated) | i | i | i | i | i | -6 | i | i | i | i | i
COc1ccc(/C=C(/NC(=O)c2ccccc2)C(=O)N2CCCC2)cc1 | i | i | i | i | i | -7 | i | i | i | i | i
COc1ccc(Nc2nc3ccccc3s2)cc1 | i | i | i | i | i | -5 | i | i | i | i | i
CCCC(C)NC(=O)CN1C(=O)NC2(CCc3ccccc32)C1=O (configuration not stated) | i | i | i | i | i | -9 | i | i | i | i | i
O=C(CNC(=O)c1cccs1)NCCN1CCN(c2ccccc2F)CC1 | i | i | i | i | i | 3 | i | i | i | i | i
COc1ccc(N2C(=O)c3cccc4cccc(c34)C2=O)nn1 | i | i | i | i | i | -12 | i | i | i | i | i
CC(=O)c1ccc(N2CCN(C(=O)C(=O)c3c(C)[nH]c4ccccc34)CC2)cc1 | i | i | i | i | i | -9 | i | i | i | i | i
Cc1n[nH]c(=S)n1/N=C/c1ccc(-c2ccc(Cl)cc2)o1 | i | i | i | i | i | -4 | i | i | i | i | i
O=C1CC(c2ccc(O)c(O)c2)Oc2c1ccc(O)c2O (configuration not stated) | nt | i | nt | i | nt | nt | i | i | i | nt | nt
O=C(O)/C=C/C(=O)NNC(=O)c1cccc(Br)c1 | i | i | i | i | i | -14 | i | i | i | i | i
CN(Cc1ccccc1)C(=O)c1ccc2c(c1)OCCO2 | i | i | i | i | i | -3 | i | i | i | i | i
COc1ccc(C(OC(=O)c2cccs2)C(=O)NCC2CCCO2)cc1 (configuration not stated) | i | i | i | i | i | -3 | i | i | i | i | i
Cc1ccc2nc(SCC(=O)Nc3cccc(F)c3)nc(=O)n2c1 | i | i | i | i | i | -12 | i | i | i | i | i
CC(C)CC(C(=O)O)N(Cc1ccccc1)Cc1ccccc1 (configuration not stated) | i | i | i | i | i | -2 | i | i | i | i | i
